From PubChem
TRPC4 agonist – activators of mouse TRPC4 channel, primary screen, Fluo4 calcium, HEK293 TRPC4beta/mu-opioid cells; Fluo4 calcium fluorescence; stronger effect = higher value; B-score at 10 µM; Short transient receptor potential channel 4 (Mus musculus), Q9QUQ5; 0.49% of 310,000 active;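 active = B-score above 5 SD of library B-scores, and initial fluorescence ratio not above library mean plus 5 SD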;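 also: positive B-score marks a calcium rise read as TRPC4 activation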
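system = HEK293 cells stably co-expressing mouse TRPC4beta and mu-opioid receptor | schedule = Fluo4 dye loading 45 min at room temperature, 110 s recording | measure = B-scored integrated calcium fluorescence ratio | signal = Fluo4 calcium-sensitive dye fluorescence, kinetic, 1 Hz baseline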
KCNK3 block – human KCNK3 channel inhibitors, primary screen, CHO cells, FluxOR thallium flux, B-score. Potassium channel subfamily K member 3 (Homo sapiens), O14649. FluxOR fluorescence; stronger effect = lower value. B-score at 10 µM. 0.84% of 340,000 active;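 active = B-score under library mean minus 4 SD, starting fluorescence ratio at most library mean plus 5 SD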;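 also: more negative B-score means stronger inhibition of thallium flux through KCNK3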
TRPC4 PAM – positive allosteric modulators of TRPC4, primary screen, cell-based, mouse TRPC4beta, HEK293 mu-opioid, Fluo-4 calcium | Short transient receptor potential channel 4 (Mus musculus), Q9QUQ5 | AID 2227, 2009 | DAMGO EC20, Fluo-4 Ca2+ flux; stronger effect = higher value | 0.42% of 310,000 active | B-score at 10 µM;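 active = B-score of calcium response area above 5 SD of library B-scores, with initial fluorescence ratio within 5 SD of library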;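 also: B-score of integrated fluorescence ratio over time as area under calcium response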
KCNQ1 pot – potentiators or activators of KCNQ1 channel, primary screen, cell-based, thallium flux, high-throughput; Potassium voltage-gated channel subfamily KQT member 1 (Homo sapiens), P51787; 0.35% of 310,000 active; CHO-K1 KCNQ1, thallium flux FluxOR fluorescence; stronger effect = higher value; B-score at 10 µM;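 active = fluorescence ratio B-score, a plate-corrected score, at least three library SD, with initial intensity B-score within 5 SD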
Target sequence (P51787 whole entry, looked up): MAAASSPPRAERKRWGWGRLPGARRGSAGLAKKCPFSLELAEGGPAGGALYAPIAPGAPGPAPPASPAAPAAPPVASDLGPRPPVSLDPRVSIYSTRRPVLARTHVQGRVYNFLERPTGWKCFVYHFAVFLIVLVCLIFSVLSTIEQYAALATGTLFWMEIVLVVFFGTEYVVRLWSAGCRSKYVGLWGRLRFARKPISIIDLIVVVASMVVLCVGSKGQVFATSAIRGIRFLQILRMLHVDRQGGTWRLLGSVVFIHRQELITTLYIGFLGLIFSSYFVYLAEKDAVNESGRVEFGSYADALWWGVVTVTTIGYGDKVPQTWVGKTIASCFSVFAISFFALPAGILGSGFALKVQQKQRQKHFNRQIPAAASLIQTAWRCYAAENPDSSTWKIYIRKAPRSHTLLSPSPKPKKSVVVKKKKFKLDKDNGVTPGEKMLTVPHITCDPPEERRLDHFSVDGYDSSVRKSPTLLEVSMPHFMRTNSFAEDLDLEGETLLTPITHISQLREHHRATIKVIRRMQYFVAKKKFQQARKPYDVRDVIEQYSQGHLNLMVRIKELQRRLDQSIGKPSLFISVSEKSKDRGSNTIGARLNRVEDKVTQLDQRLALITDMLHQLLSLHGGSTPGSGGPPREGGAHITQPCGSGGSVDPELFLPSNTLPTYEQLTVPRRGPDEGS
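System: CHO-K1 cells stably expressing KCNQ1 / Medium: assay buffer for compound exposure, DMSO matched across wells / Reagent: thallium- and potassium-containing depolarizing buffer / Compound: one concentration, matched DMSO / Incubation: 20 min compound pretreatment at room temperature / Measured by: kinetic FluxOR fluorescence, 10 s baseline plus 110 s post-stimulus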
HDAC3 inh – HDAC3 deacetylase inhibitors, primary screen, biochemical, fluorescence, cell-free homogeneous; recombinant HDAC3, fluorogenic peptide/trypsin coupled; 0.15% of 320,000 active; Histone deacetylase 3 (Homo sapiens), O15379; inhibition, % at 8.3 µM; AID 2718, 2010; in the data active = inhibition above about 26%, passing the limit was not always enough; inconclusive = no clear call, values can overlap the other calls
DYRK1A inh – rat Dyrk1A kinase inhibitors, primary screen, biochemical, single point, plate reader; ADP-Glo luminescence, NFATc1 peptide; Dual specificity tyrosine-phosphorylation-regulated kinase 1A (Rattus norvegicus), Q63470; AID 504441, 2011; 0.43% of 310,000 active; inhibition, % at 12.5 µM; in the data active = inhibition above about 50%;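 also: plate controls were vehicle with enzyme for no effect and no enzyme for full effect; many of its hits are not listed in these tables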
ANO1 block – TMEM16A chloride channel inhibitors, primary screen, cell-based, HTS; Anoctamin-1 (Mus musculus), Q8BHY3; HEK293 TMEM16A/YFP iodide influx fluorescence, ionomycin; normalized B-score (activity score, 25-100; higher = stronger inhibition) at 10 µM; 1.2% of 310,000 active; AID 588511, 2011;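 active = ratio plate-corrected score three or more library SD toward inhibition, starting fluorescence score within five deviations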;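 also: score derived from kinetic fluorescence span divided by baseline fluorescence per well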
KCNQ1 block – inhibitors of human KCNQ1 channel, primary screen, cell-based, thallium flux, high-throughput; 1.3% of 310,000 active; Potassium voltage-gated channel subfamily KQT member 1 (Homo sapiens), P51787; AID 2642, 2010; B-score at 10 µM; CHO-K1 KCNQ1, FluxOR thallium flux fluorescence; stronger effect = higher value;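 active = compounds whose thallium flux B-score, printed positive for inhibition, exceeds three library SD while starting fluorescence stays within three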;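 also: channel opened by potassium depolarization with thallium stimulus after 20 min compound exposure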
ANO1 activ – TMEM16A chloride channel activators or potentiators, primary screen, cell-based, HTS; AID 623877, 2012; 0.3% of 340,000 active; HEK293 TMEM16A/YFP-H148Q/I152L, iodide quench fluorescence; stronger effect = lower value; B-score at 10 µM; Anoctamin-1 (Mus musculus), Q8BHY3;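 active = fluorescence-ratio B-score plate-corrected deviation score at least 3 library SD below zero, with starting fluorescence score within 5 deviations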;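 also: channel opened by trigger with iodide after compound preincubation; score built on the fluorescence ratio of max minus min over baseline; more negative score means more quench and so TMEM16A activation or potentiation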
hERG rescue – hERG rescue from dofetilide block, primary screen, cell-based, CHO-hERG, FluxOR thallium flux, dofetilide IC70; AID 1511, 2009; dofetilide IC70 present; 0.51% of 310,000 active; activation (rescue from dofetilide block), less the hit threshold, % at 10 µM;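 active = activation above the mean of controls blocked by dofetilide plus 5 SD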;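 also: thallium influx through hERG after potassium depolarization seen as dye fluorescence rise; in these data hits start at about 4.7%; inactives centre near -7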
KCNK9 inh – KCNK9 potassium channel inhibitors, primary screen, HEK293 cells, thallium flux | 1.2% of 310,000 active | FluxOR thallium flux fluorescence; stronger effect = lower value | B-score at 10 µM;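 active = ratio B-score over 3 SD below the library mean, with starting fluorescence within 5 SD of its mean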;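 also: negative B-score means less thallium flux so channel inhibition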
Target sequence (Q9NPC2 whole entry, looked up): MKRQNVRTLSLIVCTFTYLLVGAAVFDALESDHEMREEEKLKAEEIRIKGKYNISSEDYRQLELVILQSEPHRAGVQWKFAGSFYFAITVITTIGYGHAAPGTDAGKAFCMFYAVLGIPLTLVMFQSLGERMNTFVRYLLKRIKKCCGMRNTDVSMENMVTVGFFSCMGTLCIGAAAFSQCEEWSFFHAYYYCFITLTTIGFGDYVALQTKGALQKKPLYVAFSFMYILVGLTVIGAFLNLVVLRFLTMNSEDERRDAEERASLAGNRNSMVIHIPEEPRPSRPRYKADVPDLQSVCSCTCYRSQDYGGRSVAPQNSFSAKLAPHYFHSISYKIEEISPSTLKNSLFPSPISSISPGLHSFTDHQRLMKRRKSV
* = called active by the depositor; i = inactive; u = inconclusive; x = no result given. An excerpt. The share of hits here may be higher or lower than overall.

SMILES	TRPC4 agonist	KCNK3 block	TRPC4 PAM	KCNQ1 pot	HDAC3 inh	DYRK1A inh	ANO1 block	KCNQ1 block	ANO1 activ	hERG rescue	KCNK9 inh
CC(C)Sc1nc(N)nc(-c2cccs2)c1C#N	i	i	i	i	-5.4	18.3	i	i	i	-12.8	i
COC(=O)Cn1c(CN2CCC(Cc3ccccc3)CC2)nc2c1c(=O)n(C)c(=O)n2C	i	i	i	i	-0.9	-6.8	25*	i	i	-13.5	i
COc1ccc(C2c3[nH]c4ccccc4c3CCN2C(=O)Cc2nonc2C)c(F)c1 (stereo not drawn)	i	i	i	i	-2.2	2.9	i	i	i	-14.8	i
O=C(NCCNS(=O)(=O)c1ccc(Cl)cc1)c1cc(OCC(F)(F)F)ccc1OCC(F)(F)F	i	i	i	i	14.3	-4.3	i	i	i	-15.9	i
CCOC(=O)CSc1nnc(CNC(=O)c2cccs2)n1-c1cccc(C)c1	x	i	x	x	2.9	4.7	i	x	i	x	x
CC1Cc2cc(S(=O)(=O)CCC(=O)NC3CCCCC3)ccc2N1C(=O)C1CC1 (stereo not drawn)	i	i	i	i	-1.3	-6.2	i	i	i	-3.8	i
CN(C)S(=O)(=O)c1ccc(C(=O)OCCN=C2NS(=O)(=O)c3ccccc32)cc1	i	i	i	i	-7.7	5.7	i	i	i	-11.9	i
CC(=O)Nc1ccc(OCC(O)Cn2c(C(C)C)nc3ccccc32)cc1 (stereo not drawn)	i	i	i	i	-4.4	4.7	i	i	i	-3.8	i
Cc1ccc(NC(=O)CN2C(=O)S/C(=C\c3cc(C)n(-c4ccc(C(=O)O)cc4)c3C)C2=O)cc1	i	i	i	i	14.3	-0.2	i	i	i	-11.9	i
Cc1nc2ccc(NC(=O)c3cnc(Cl)c(Cl)c3)cc2s1	i	i	i	i	2.2	-3.3	i	i	i	-3.0	i
CS(=O)(=O)c1ccc(C(=O)N(Cc2ccccc2)c2ccccc2)cc1	i	i	i	i	0.1	-0.2	i	i	i	-5.2	i
Nc1cc(=O)[nH]c(SCC(=O)Nc2nc3ccc([N+](=O)[O-])cc3s2)n1	i	x	i	i	7.5	x	i	i	x	-8.7	i
CC1(C)CC(CCNC(=O)c2ccc(-n3cnnn3)cc2)CC(C)(C)N1	i	i	i	i	-1.0	10.6	i	i	i	-4.5	i
CC(NC(=O)NC(=O)c1ccc(Cl)cc1Cl)C1CC1 (stereo not drawn)	i	i	i	i	12.4	x	i	i	i	-11.7	i
CCn1cc(CNC(=O)c2ccc(OC3CCN(Cc4ccccn4)CC3)cc2)cn1	i	i	i	i	3.8	-3.2	i	i	i	-5.4	i
CC1CCCCN1C(=O)Cn1cnc2c1c(=O)n(C)c(=O)n2C (stereo not drawn)	i	i	i	i	5.2	-5.2	i	i	i	-8.9	i
CCN(CC)C(=O)/C(=C/c1cccc([N+](=O)[O-])c1)NC(=O)c1ccco1	i	i	i	i	7.7	-1.7	i	i	i	0.1	i
COc1c(C(=O)NCCSC(C)(C)C)ccc2ccccc12	i	i	i	i	4.4	13.7	i	i	i	-3.9	i
Cc1ccc(NC(=O)C2CCCN2C(=O)Oc2ccccc2)cc1C (stereo not drawn)	i	i	i	i	6.3	x	i	i	i	-9.9	i
O=C(O)Cn1cc2c(n1)CCCC2	i	i	i	i	-7.3	-0.9	i	i	i	-5.3	i
O=C1CC(N2CCC(c3nc4ccccc4[nH]3)CC2)C(=O)N1c1cccc(F)c1 (stereo not drawn)	i	i	i	i	-7.7	1.4	i	i	i	-7.5	i
O=C(CSc1nnc(COc2ccc(Cl)cc2)o1)N1CCCC1	i	i	i	i	-1.6	-0.5	i	i	i	-6.6	i
O=C(CC1C(=O)NCCN1Cc1ccc(F)c(F)c1)NCCCn1ccnc1 (stereo not drawn)	i	i	i	i	4.9	-2.7	i	i	i	-9.8	i
CCOC(=O)c1cccc(NC(=O)CCc2nnc3ccc(N4CCCCC4)nn23)c1	i	i	i	i	u	0.1	i	i	i	-5.0	i
CCOc1ccc(C(=O)N2CCN(c3ccccc3)CC2)cc1	i	i	i	i	2.1	2.9	i	i	i	-6.7	i
The results go on.
SMILES	TRPC4 agonist	KCNK3 block	TRPC4 PAM	KCNQ1 pot	HDAC3 inh	DYRK1A inh	ANO1 block	KCNQ1 block	ANO1 activ	hERG rescue	KCNK9 inh
COC(=O)c1cn(NC(=O)/C=C/c2cc(OC)ccc2OC)c(=O)c2ccccc12	i	i	i	i	-18.9	-0.2	i	i	i	-4.4	i
Fc1cccc(C2NN=C(c3ccccc3)S2)c1 (stereo not drawn)	i	i	i	i	-6.2	5.3	i	i	i	10.5*	i
CCn1c(CNc2ccc(Cl)cc2)nnc1SCc1ccc(C)cc1	i	i	i	i	10.2	-2.8	i	i	i	-6.1	i
Cc1ccc(C(=O)N2CCN(c3ccc([N+](=O)[O-])cc3)CC2)o1	i	i	i	i	-2.9	-4.4	i	i	i	-5.2	i
O=C(C1CCCN(Cc2ccc(Cl)cc2)C1)N1CCCCC1 (stereo not drawn)	i	i	i	i	-14.9	4.6	i	i	i	-4.6	i
O=C(Nc1ccccc1)OCCOc1cccc(Br)c1	i	i	i	i	0.5	-3.0	i	i	i	-7.5	i
Cc1nc(C)c(-c2ccc(SCC(=O)Nc3ccc(F)cc3F)nn2)s1	i	i	i	i	-9.1	0.8	25*	i	i	-12.3	i
Cc1ccc(-n2[nH]c(C)c(/C=N/NC(=O)c3ccc(O)cc3O)c2=O)cc1	i	i	i	i	2.1	8.9	i	i	i	-5.4	i
O=C(COc1ccccc1)NC1CCS(=O)(=O)C1 (stereo not drawn)	i	i	i	i	-1.7	-2.5	i	i	i	-5.2	i
COc1ccc(CNC(=O)C2CCCN(S(=O)(=O)c3c(C)nn(C)c3C)C2)cc1 (stereo not drawn)	i	i	i	i	1.7	-3.2	i	i	i	-9.1	i
O=C(Nc1ccc(F)c(Cl)c1)C1CCN(c2ncnc3c2nc2n3CCCCC2)CC1	i	i	i	i	2.1	-2.1	i	i	i	-6.5	i
CCOc1cc(/C=N/NC(=O)COc2ccc(Cl)cc2)ccc1OS(=O)(=O)c1ccccc1	i	i	i	i	-0.3	0.6	i	i	i	-15.9	i
Cc1cc(-c2ccc(S(=O)(=O)N3CCN(c4cccc(C)c4C)CC3)s2)on1	i	i	i	i	-7.3	-1.9	i	i	i	-4.0	i
Cc1ccc(NC(=O)Cn2ncn3c(cc4ccccc43)c2=O)cc1F	i	i	i	i	10.2	-2.8	i	i	i	-3.3	i
O=C(NNC(=S)NCC1CCCO1)c1ccc(S(=O)(=O)N2CCOCC2)cc1 (stereo not drawn)	i	i	i	i	2.0	-17.3	i	i	i	-10.2	i
COc1ccc(-n2c(-c3ccc(Br)cc3)c[n+]3c2SC(C)C3)cc1 (stereo not drawn)	i	i	i	i	9.8	-4.0	i	i	i	-32.6	i
CCOC(=O)c1cc(-c2ccccc2)n(CCC(=O)NC(C)CC)c1C (stereo not drawn)	i	i	i	i	u	-5.9	i	i	i	-13.6	i
COc1ccc(CNC(=O)C/C(C)=N/NC(=O)COc2cccc(C)c2)cc1	i	i	i	i	5.4	-4.5	i	i	i	-7.8	i
Cc1ccc2cc(COC(=O)c3cccc([N+](=O)[O-])c3)c(=O)[nH]c2c1	i	i	i	i	-3.1	-3.3	i	i	i	-5.3	i
CCOC(=O)c1[nH]c2ccccc2c1NC(=S)Nc1cccc(C)c1C	i	i	i	i	-2.0	5.5	i	i	i	-12.8	i
CSCC[C@@H](C(=O)NCCCCCCCCCCC(=O)N1CCN(C(=O)OC(C)(C)C)CC1)n1cc(CCO)nn1	x	i	x	x	2.7	-4.1	i	x	i	x	x
COc1cc(/C=C/C(=O)OCC(=O)N2CCCc3ccccc32)ccc1OC(F)F	i	i	i	i	-5.4	-5.4	i	i	i	-12.4	i
Cc1cccc(-n2ncc3c2CCCC3NC(=O)CCc2cccnc2)c1C (stereo not drawn)	i	i	i	i	-0.9	0.0	i	i	i	-4.9	i
COc1ccc(C(CNC(=O)c2ccc3c(c2)OCCO3)N(C)C)cc1 (stereo not drawn)	164*	i	i	i	8.1	-1.6	i	i	i	-5.6	i
Cc1noc(NS(=O)(=O)c2ccc(NC(=O)c3nn(-c4ccc(F)cc4)ccc3=O)cc2)c1C	i	i	i	i	0.0	3.4	i	i	i	-8.0	i
(list continues)
SMILES	TRPC4 agonist	KCNK3 block	TRPC4 PAM	KCNQ1 pot	HDAC3 inh	DYRK1A inh	ANO1 block	KCNQ1 block	ANO1 activ	hERG rescue	KCNK9 inh
Cc1oc2c(c(C)cc3oc(=O)c(CC(=O)NCC(=O)NCC(=O)NCC(C)O)c(C)c32)c1C (stereo not drawn)	i	i	i	i	-14.0	3.0	i	i	i	-1.3	i
CCOc1cccc(NC(=O)C(Cc2cccs2)c2nn[nH]n2)c1 (stereo not drawn)	i	i	i	i	-1.3	1.1	i	i	x	-5.4	i
CCOC(=O)c1c(CSc2ccccc2)n(C)c2ccc(O)cc12	i	i	i	i	3.2	0.2	i	i	i	-8.1	i
COc1[nH]c(/N=C/c2ccccc2)c(C#N)c1C#N	i	i	i	i	2.3	1.2	i	i	i	-18.3	i
C=C1CCN([C@@H](Cc2ccccc2)C(=O)N2CCOCC2)S(=O)(=O)c2ccccc21	i	i	i	i	-2.4	-2.2	i	i	i	-4.1	i
CS(=O)(=O)Nc1ccc(S(=O)(=O)N2CCOCC2)cc1	i	i	i	i	0.4	4.0	i	i	i	-8.1	i
